MCL1-BIM inh: MCL1-BIM-BH3 interaction inhibition (human); Q07820; GST-MCL1 / FITC-Bim-BH3 fluorescence polarization; inhibition, % at 10.9 µM; hit rate 0.68% among 320,000;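 active means inhibition above the mean inhibition of all tested compounds plus 3 SD, set per campaign, cut at about 40% in these data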;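 further: 0% = DMSO wells and 100% = unlabeled Bim-BH3 peptide control; higher means more loss of mP so more displacement of Bim peptide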
Target sequence (Q07820 whole entry, looked up): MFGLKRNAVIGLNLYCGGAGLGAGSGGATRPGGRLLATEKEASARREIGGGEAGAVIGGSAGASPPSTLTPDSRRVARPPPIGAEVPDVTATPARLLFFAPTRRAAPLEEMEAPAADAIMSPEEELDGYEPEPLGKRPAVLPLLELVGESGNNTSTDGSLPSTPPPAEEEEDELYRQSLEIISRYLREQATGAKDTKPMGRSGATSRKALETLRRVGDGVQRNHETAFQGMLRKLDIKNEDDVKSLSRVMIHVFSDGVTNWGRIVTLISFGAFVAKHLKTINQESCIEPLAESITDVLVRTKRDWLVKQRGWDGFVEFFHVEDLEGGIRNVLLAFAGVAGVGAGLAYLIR
GSTO1 inh: blocks human GSTO1 in RBBP9 counter-screen | inhibition, % at 5.96 µM | P78417 | recombinant GSTO1, activity-based probe fluorescence polarization | hit rate 1.1% among 300,000 | AID 1974;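 active means inhibition above the campaign mean inhibition plus 3 SD, cut at about 35% in these data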;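 further: 0% = GSTO1-1 with DMSO and 100% = wells lacking GSTO1-1 enzyme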
PAD4 inh: PAD4 (human) enzyme inhibition; recombinant PAD4, RCA probe fluorescence polarization; hit rate 0.41% among 330,000; Q9UM07; inhibition, % at 6.36 µM;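 active means percent inhibition above a cutoff equal to the mean of all tested compounds plus 3 SD, cut at about 15% in these data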;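 further: 0% = PAD4 with RCA probe and DMSO and 100% = probe without PAD4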
PME-1 inh: blocks human protein phosphatase methylesterase 1; hit rate 0.53% among 320,000; recombinant PME-1, FP-Rh probe fluorescence polarization; AID 2130; inhibition, % at 5.9 µM;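 active means inhibition above the campaign mean of all compounds plus 3 SD, cut at about 26% in these data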;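 further: competitive labeling of PME-1 active site by serine hydrolase directed probe; 0% = PME-1 with DMSO and 100% = wells lacking PME-1 enzyme; inhibitors block probe labeling so polarization falls and inhibition rises; many of its hits are not listed in these tables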
TPT1 inhibitor: C. albicans TPT1 enzyme inhibition | recombinant caTPT1, FP RNA substrate dephosphorylation | inhibition, % at 5 µM | hit rate 0.81% among 300,000;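 active means inhibition above the mean of all tested compounds plus 3 SD, set per screening campaign, cut at about 24% in these data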;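 further: plate controls were DMSO alone for no effect and ferristatin control at 100 nM for full effect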
GLD-1 RNA inh: GLD-1-TGE RNA interaction inhibition (C. elegans). AID 2280. purified GLD-1 + fluorescein TGE RNA, fluorescence polarization. hit rate 0.44% among 320,000. inhibition, % at 5.96 µM;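 active means percent inhibition above a per-plate cutoff, the plate mean of test compounds plus 3 SD, cut at about 30% in these data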;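 further: 0% = DMSO wells with GLD-1 and probe and 100% = wells lacking GLD-1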
Fam108B inh: blocks mouse Fam108B hydrolase in RBBP9 counter-screen | hit rate 0.33% among 300,000 | recombinant Fam108B, FP-Rh probe fluorescence polarization | inhibition, % at 9.51 µM;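 active means inhibition above the screen mean inhibition plus 3 SD, computed separately per campaign, cut at about 18% in these data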;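 further: inhibitors lower polarization as less probe binds the enzyme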
MEX-5 binding: C. elegans MEX-5 TCR-2 RNA binding activity; activity score (negative = inhibition of binding), % at 10 µM; MEX-5/FITC-TCR2 RNA binding, fluorescence polarization; hits give low values; Q9XUB2; AID 1832; hit rate 0.38% among 300,000;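 active means inhibition past about -25% in most replicates, and total fluorescence under double the plate's negative control median, limit read from the data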;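 further: 0% = DMSO and -100% = 5 µM competing unlabeled TCR2 RNA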
Target sequence (Q9XUB2 whole entry, looked up): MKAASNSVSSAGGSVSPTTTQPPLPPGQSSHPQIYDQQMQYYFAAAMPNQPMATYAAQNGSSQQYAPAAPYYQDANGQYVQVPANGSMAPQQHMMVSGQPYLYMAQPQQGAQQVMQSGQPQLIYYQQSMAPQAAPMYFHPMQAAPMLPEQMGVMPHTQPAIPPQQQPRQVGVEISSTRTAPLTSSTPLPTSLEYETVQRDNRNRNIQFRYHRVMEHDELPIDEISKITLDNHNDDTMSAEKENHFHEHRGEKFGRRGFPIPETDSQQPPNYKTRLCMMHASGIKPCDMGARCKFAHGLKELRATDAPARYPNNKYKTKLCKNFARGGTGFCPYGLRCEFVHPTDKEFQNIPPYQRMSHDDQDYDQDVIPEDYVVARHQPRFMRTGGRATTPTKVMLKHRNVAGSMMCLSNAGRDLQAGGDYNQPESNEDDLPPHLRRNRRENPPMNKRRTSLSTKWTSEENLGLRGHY
Bcl-xL primary: blocks human Bcl-xL binding to Bim BH3 peptide. Q07817. GST-Bcl-xL / FITC-Bim BH3 peptide fluorescence polarization. inhibition, % at 10.9 µM. hit rate 0.7% among 320,000;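 active means inhibition above the mean of all tested compounds plus 3 SD, cutoff set per campaign, cut at about 30% in these data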;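 further: 0% = DMSO wells and 100% = unlabeled Bim-BH3 peptide competitor; inhibitors lower millipolarization by displacing the labeled peptide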
Target sequence (Q07817 whole entry, looked up): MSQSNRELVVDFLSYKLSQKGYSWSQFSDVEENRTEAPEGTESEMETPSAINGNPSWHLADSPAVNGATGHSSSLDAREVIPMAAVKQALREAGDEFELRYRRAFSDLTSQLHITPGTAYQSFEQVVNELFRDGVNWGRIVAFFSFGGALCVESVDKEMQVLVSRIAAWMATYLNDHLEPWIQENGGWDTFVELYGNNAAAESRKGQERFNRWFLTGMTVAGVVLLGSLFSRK
* hit, by the source's call; . = not tested or not shown. These rows are one share of the data; rates above refer to the full screens.

Each structure is followed by: MCL1-BIM inh	GSTO1 inh	PAD4 inh	PME-1 inh	TPT1 inhibitor	GLD-1 RNA inh	Fam108B inh	MEX-5 binding	Bcl-xL primary
- CN(C)c1ccc(C2=NOC(CN3C(=O)c4ccccc4S3(=O)=O)C2)cc1 (stereo not drawn)
    7.0	4.3	-4.4	3.5	-2.1	0.6	1.0	0.6	3.7
- O=C(/C=C/c1cccs1)c1ccc([N+](=O)[O-])cc1
    -1.4	-2.9	6.5	3.1	-0.7	5.3	1.8	-1.0	1.9
- CC(C)(C)c1cc(NCCCn2ccnc2)n2ncc(-c3ccc(Cl)cc3)c2n1
    1.3	6.1	2.0	16.2	1.2	5.3	10.1	1.6	1.8
- CSc1nsc(SC)c1C(=O)Nc1ccc(Cl)cc1
    -3.8	1.6	2.1	0.3	-0.3	3.0	0.5	.	-0.5
- O=C(NC(=S)Nc1ncc(Br)cc1Br)c1ccccc1
    5.2	-6.6	-1.8	11.4	-1.5	0.0	0.8	-0.1	2.5
- COc1ccccc1C(=O)Nc1ccc(S(=O)(=O)Nc2onc(C)c2C)cc1
    -7.9	-4.9	-4.5	1.2	2.5	-2.2	0.5	-0.3	-4.0
- COc1ccc(NC(=S)Nc2ccccc2)c(OC)c1
    0.8	-1.2	-10.6	0.6	-1.3	-1.1	3.4	0.7	2.2
- CN(C)c1ccc(C(=S)NCc2ccco2)cc1
    14.2	8.9	-4.5	4.5	7.8	-8.8	2.9	-0.8	4.7
- CC1CCN(c2c(NCC3CCC(C(=O)NCc4ccccc4)CC3)c(=O)c2=O)CC1 (stereo not drawn)
    -1.8	-0.9	-5.7	-1.8	1.2	1.1	1.6	2.3	2.6
- Cc1cccc(-c2c3c(=O)n(C)c(=O)n(C)c3cn2-c2ccccc2O)c1
    4.0	-2.7	0.5	8.7	2.6	0.3	1.1	-0.5	3.3
- Cc1ccc(N(CC(=O)NCc2ccccc2)C(=O)CCC(=O)Nc2nccs2)cc1
    2.5	1.4	-5.0	6.9	-0.8	-1.6	-0.1	-0.5	5.6
- COc1cc2ncnc(NCc3ccc(C)o3)c2cc1OC
    9.1	8.2	2.2	-0.7	0.1	6.3	2.2	0.1	6.6
- COc1cc(/C=N/N2CCN(Cc3ccc(Cl)cc3)CC2)ccc1OC(C)=O
    -8.0	3.5	-6.5	-8.2	0.7	2.5	-0.5	-2.0	-3.0
- CC(NC(=O)C1CCCCC1)C(c1cccs1)N1CCOCC1 (stereo not drawn)
    -7.2	1.0	-9.5	-4.3	3.2	-1.0	-3.0	1.8	-1.8
- Cc1ccc(-c2nn(-c3cc(N4CCNCC4)ccc3[N+](=O)[O-])c(=O)c3ccccc23)cc1
    11.4	-3.0	4.1	-0.4	1.1	10.1	0.6	-1.0	4.7
- Cn1cccc1Cc1nnc(SCC(=O)N2CCCC2)n1CCc1ccccc1
    0.9	-0.6	0.7	-4.5	-2.3	4.8	1.9	1.7	0.5
- O=C(NCCSc1ccc(Cl)cc1)c1ccco1
    7.4	1.4	-4.1	-8.5	-5.6	-3.6	-0.8	1.9	6.4
- Cc1ccc(S(=O)(=O)/N=C(/c2ccccc2)N2CCOCC2)c(C)c1
    3.8	2.4	-2.8	-0.9	-3.4	0.5	-5.6	0.6	7.2
- COc1ccccc1N(C)S(=O)(=O)c1ccc(C(=O)N2CCC(C(N)=O)CC2)cc1
    4.0	-0.1	0.4	2.2	-1.1	-2.7	0.5	0.7	3.5
- S=c1[nH]nc(-c2n[nH]c3c2CCC3)n1/N=C/C=C/c1ccccc1
    -6.8	7.9	5.6	1.2	-5.1	6.6	0.7	-0.6	-30.3
- CCN(CC)CCn1c(SCC(=O)NCc2ccco2)nc2c(sc3ccccc32)c1=O
    11.6	-0.9	-0.3	2.6	-0.3	-0.2	-1.8	1.2	6.8
- c1ccc(Nc2nc(N3CCCCC3)nc(N3CCNCC3)n2)cc1
    6.6	6.6	-5.0	-4.2	0.4	5.2	4.3	0.6	8.5
- COc1cc(SC)ccc1C(=O)Nc1cc(C)ccn1
    0.1	3.0	-5.9	-2.6	4.0	-14.1	-0.2	0.4	-0.1
- COc1ccc(C(Nc2ccc(S(=O)(=O)N3CCOCC3)cc2)C(=O)NCCC(C)C)cc1OC (stereo not drawn)
    1.6	4.5	-0.7	0.8	0.3	3.6	-1.0	-0.9	6.2
- CCCN(CC1CC1)C(=O)CSc1ncnc2sccc12
    -6.9	1.1	0.0	-4.5	0.1	1.6	-1.2	1.5	-11.5
- COc1ccc(NC(=O)c2cncc(Br)c2)c(S(=O)(=O)N2CCOCC2)c1
    3.5	-1.3	-0.1	3.0	1.6	-2.1	-3.8	-5.7	3.6
- Cc1cc(C)cc(N2C(=O)CC(Sc3nnnn3-c3ccccc3)C2=O)c1 (stereo not drawn)
    -15.3	0.7	-2.2	-0.5	0.6	6.4	-0.4	1.4	-10.1
- CC(=O)c1ccc(OCc2cc(C(=O)N(C)C3CCOC3)no2)cc1 (stereo not drawn)
    -0.9	-3.5	-1.5	-2.9	-3.6	-1.9	4.1	-0.3	1.6
- CCN=c1sc(C(=O)NCCc2ccccc2)cc(=O)n1CC
    1.5	6.1	-2.4	-0.3	-2.9	2.1	-4.8	-0.3	3.3
- COc1ccc(F)cc1C(=O)C1CCCN(C(=O)C2=C(C)OCCO2)C1 (stereo not drawn)
    9.8	-2.0	-3.5	4.0	0.4	5.4	-2.8	-1.1	9.4
- CC(/C=N/N1CCN(c2ccccc2)CC1)=C\c1ccco1
    -5.3	0.5	2.4	-6.7	-2.7	4.9	0.7	-0.2	0.6
- CCOC(=O)CCc1c(C)c2ccc(OCc3cc([N+](=O)[O-])ccc3OC)c(C)c2oc1=O
    1.4	-1.2	-4.7	-6.2	-2.0	6.6	-6.9	3.9	-2.7
- Cc1nc(/C=C\C(=O)O)c2cc(C)oc2n1
    5.4	1.5	-1.6	-3.8	2.8	-0.4	6.1	0.4	3.7
- O=S(=O)(/C=C/c1ccccc1)N1CCN(c2nc(-c3cccnc3)nc3ccccc23)CC1
    4.6	-10.4	-0.7	-7.5	-3.3	3.8	-13.2	6.8	3.7
- COC(=O)CN(c1ccc(C)cc1)S(=O)(=O)c1c(C)[nH]c(=O)[nH]c1=O
    2.7	-5.1	4.7	3.3	1.6	0.3	1.3	-1.4	3.3
- COC(=O)c1sc(N(C)C)c(C#N)c1-c1ccccc1
    -6.8	1.2	-1.1	-0.9	0.2	7.9	3.7	0.4	2.7
- Cc1cc(C)cc(NC(=O)CN2CCN(c3ccccn3)CC2)c1
    5.9	-0.4	-3.2	-1.6	-0.3	2.8	0.5	-1.5	3.3
- Cc1ccc(S(=O)(=O)c2nc(S(=O)(=O)c3ccc(C)cc3)c(N3CCN(CCO)CC3)s2)cc1
    1.2	-11.6	-3.4	4.6	-2.5	-3.5	1.2	-0.6	1.5
- Cc1ccc(S(=O)(=O)/N=C(/c2ccccc2)N(C)c2ccc(O)cc2)cc1
    6.3	-2.0	3.1	-4.0	-4.5	3.4	-3.3	1.1	-1.0
- C#CCOCCOCCOCCNc1nc(N2CCOCC2)nc(N2CCN(C(=O)[C@H]([C@@H](C)CC)n3cc([C@@H](N)CC(C)C)nn3)CC2)n1
    6.7	5.2	-2.5	0.6	2.8	1.1	3.3	2.5	5.0
- S=C(NC1CCCC1)NC1CCCC1
    5.1	3.0	1.0	0.8	0.8	5.3	3.4	0.0	-0.3
- Cc1[nH]cc(Br)c(=O)c1Oc1ncc(C(F)(F)F)cc1Cl
    10.3	5.0	1.5	-6.1	-1.3	2.6	4.4	-2.0	5.6
- Cc1ccc(CC(=O)Nc2ccc(Cl)cn2)cc1
    7.4	-1.0	-5.8	-5.6	-2.1	3.6	-4.3	0.6	1.7
- Cn1ccc(C(=O)Nc2sc3c(c2C#N)CCC3)n1
    20.1	3.3	0.7	-1.4	2.0	2.9	2.9	-3.2	15.2
- COc1ccc(NC(=O)CSc2nc3sc(C)cc3c(=O)n2C)cc1
    -1.1	12.1	0.0	-3.6	-1.6	9.2	3.7	-0.8	6.7
- CCOc1ccc(N2CC(C(=O)NCc3cccc(C)c3)CC2=O)cc1 (stereo not drawn)
    2.7	-0.7	-2.6	2.8	-1.6	-5.3	-2.2	1.3	0.1
- COc1ccc(CNc2nc(NCc3ccc(OC)c(OC)c3)n(C(=O)c3cccs3)n2)cc1OC
    0.0	7.3	1.1	-10.2	-3.0	0.7	3.7	-0.2	3.1
- Cc1ccc(-c2nnc(-c3ccccc3)o2)cc1
    -4.3	1.9	-7.9	-6.7	1.2	0.6	3.1	2.0	-2.5
- Brc1ccccc1CN1CCN(Cc2c[nH]c3ccccc23)CC1
    -1.3	7.0	-4.1	7.0	1.6	8.9	0.3	-1.2	6.2
- Cc1ccc(C(=O)Nc2ccc(NC(=O)c3ccc(C)o3)cc2)o1
    5.8	-2.6	-1.3	4.8	-0.8	0.0	3.7	0.9	2.9
- C/C(CC(=O)NC(C)(C)C)=N\NC(=O)c1ccco1
    9.2	2.1	-6.7	4.1	-3.6	2.0	7.0	0.8	3.3
- COC(=O)c1cc(NC(=O)Cc2cc(OC)c(OC)c(OC)c2)cc(C(=O)OC)c1
    -2.1	5.5	-3.5	0.0	1.9	-1.9	-0.4	2.4	3.1
- CCN(CC)C(=O)COc1coc(CN2CCN(c3ccccc3)CC2)cc1=O
    1.1	3.3	-0.3	4.7	2.3	1.3	6.1	-4.6	4.9
- O=C(CCCc1nc2ccccc2s1)Nc1ccc(N2CCOCC2)cc1
    2.0	0.8	-8.1	6.6	2.0	1.8	-0.5	-1.0	2.3
- O=C1CCc2cc(S(=O)(=O)Nc3ccc(F)cc3)cc3c2N1CC3
    -5.1	-2.2	-2.2	-4.8	0.1	-0.4	-1.0	-0.5	1.4
- O=C(CS(=O)(=O)c1ccccc1)c1cc2ccccc2oc1=O
    5.1	-2.1	0.5	-4.1	0.7	5.4	3.0	0.4	7.6
- COc1ccc(C(C)(C)C)cc1NC(=O)COC(=O)C(C)C
    6.0	15.5	-4.4	-1.5	2.7	6.3	1.9	1.3	-3.2
- O=S(=O)(c1ccc(Cl)cc1)N1CCCC(C(F)(F)F)C1 (stereo not drawn)
    -3.8	-4.2	0.5	-1.6	-2.1	6.5	-2.8	1.8	1.4
- O=C(C(c1ccccc1)c1ccccc1)N1CCOCC1
    10.2	-4.5	3.8	-7.9	1.6	-4.4	-1.1	0.7	8.5
- CCOc1ccc(S(=O)(=O)Nc2ccc(S(=O)(=O)Nc3cc(OC)ccc3OC)cc2)cc1
    -1.6	7.3	5.5	4.4	2.5	4.6	2.6	-1.3	-4.7

Two of these compounds in a different format.
> O=C(NC(=S)Nc1ncc(Br)cc1Br)c1ccccc1
  MCL1-BIM inh: 5.2
  GSTO1 inh: -6.6
  PAD4 inh: -1.8
  PME-1 inh: 11.4
  TPT1 inhibitor: -1.5
  GLD-1 RNA inh: 0.0
  Fam108B inh: 0.8
  MEX-5 binding: -0.1
  Bcl-xL primary: 2.5

> COc1ccc(C(Nc2ccc(S(=O)(=O)N3CCOCC3)cc2)C(=O)NCCC(C)C)cc1OC (stereo not drawn)
  MCL1-BIM inh: 1.6
  GSTO1 inh: 4.5
  PAD4 inh: -0.7
  PME-1 inh: 0.8
  TPT1 inhibitor: 0.3
  GLD-1 RNA inh: 3.6
  Fam108B inh: -1.0
  MEX-5 binding: -0.9
  Bcl-xL primary: 6.2

Bioassay records deposited in PubChem BioAssay by several laboratories.
